High-throughput results: PubChem BioAssay, The Scripps Research Institute Molecular Screening Center
LEDGF integ inh: blocks HIV-1 LEDGF/p75-dependent DNA integration | TR-FRET IN-LEDGF/p75 DNA integration, Eu/Cy5 | inhibition, % at 3.7 µM | 370,000 compounds, 0.64% hits | AID 743269;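 active = inhibition above the screen-wide mean plus 3 SD, cut at about 13% in these data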;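 also: signal is the Cy5 over europium emission ratio at 671 and 618 nm; 0% = plate median of compound wells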
PLC-gamma1 inh: blocks human PLC-gamma1 enzyme activity | P19174 | purified PLC-gamma1, fluorogenic substrate, fluorescence | inhibition, % at 12.2 µM | 370,000 compounds, 0.84% hits; in the data active = inhibition above about 9.5%
KLK7 zymogen act: activators of human kallikrein-7 zymogen; P49862; purified proKLK7, EDANS-DABCYL substrate fluorescence; 100% is mature enzyme control, 0% vehicle; activation, % at 7 µM; 370,000 compounds, 0.9% hits; AID 652039;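 active = activation above the mean of all tested compounds plus 3 SD, computed per campaign excluding outliers beyond control limits, cut at about 13% in these data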
ADAM10 inh: inhibitors of human ADAM10 | inhibition, % at 7 µM | 370,000 compounds, 0.62% hits | recombinant ADAM10, EDANS/DABCYL FRET peptide cleavage, 3 h | O14672;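 active = inhibition above a per-campaign cutoff equal to the mean of compounds falling between control-based bounds plus 3 SD, cut at about 20% in these data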;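 also: 0% = DMSO wells while the 100% control is not disclosed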
Target sequence (O14672 214-748 limits assumed): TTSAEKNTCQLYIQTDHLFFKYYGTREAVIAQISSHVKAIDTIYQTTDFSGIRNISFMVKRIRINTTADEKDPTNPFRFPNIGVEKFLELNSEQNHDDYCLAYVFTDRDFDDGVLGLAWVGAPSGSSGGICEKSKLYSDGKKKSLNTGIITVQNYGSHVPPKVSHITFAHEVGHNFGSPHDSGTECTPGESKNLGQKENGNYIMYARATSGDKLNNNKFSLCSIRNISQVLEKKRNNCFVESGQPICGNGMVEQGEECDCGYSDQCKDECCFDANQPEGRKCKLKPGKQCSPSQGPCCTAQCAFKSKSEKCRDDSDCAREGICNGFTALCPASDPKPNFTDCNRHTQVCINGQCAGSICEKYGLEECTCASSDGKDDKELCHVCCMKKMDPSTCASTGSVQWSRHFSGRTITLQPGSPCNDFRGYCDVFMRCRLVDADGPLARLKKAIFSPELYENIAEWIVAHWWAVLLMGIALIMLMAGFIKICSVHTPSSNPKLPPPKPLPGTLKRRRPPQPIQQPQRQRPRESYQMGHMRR
ASAP1 inh: blocks human ASAP1-stimulated Arf1 GTP hydrolysis | 360,000 compounds, 0.19% hits | AID 624377 | Q9ULH1 | inhibition, % at 16.5 µM | GDP FP detection; in the data active = inhibition above about 25%;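 also: 0% = vehicle with enzyme and substrate and 100% = no enzyme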
DDE Tn7 FP inh: disrupts Tn7 cyclic peptide binding to fibrin D-Dimer-E complex; P02675; FP displacement of FITC-Tn7 peptide from fibrin DD(E); 0% = median of compound wells per plate; inhibition, % at 8.3 µM; 370,000 compounds, 0.13% hits; AID 720508;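 active = inhibition above the mean of compounds falling within the control limits plus 3 SD of them, cut at about 14% in these data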;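 also: 0% = plate median of compound wells and 100% = 10 µM Aha-Tn7 peptide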
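assay system = human clot-derived fibrin DD(E) complex | quantity = Fibrin-DD(E) at 2 µM final | timing = 10 min preincubation, 3 h with tracer, room temperature | signal = fluorescence polarization | measure = percent inhibition | benchmarks = high control wells with 10 µM unlabelled Aha-Tn7 peptide (full inhibition) | replicates = singlicate testing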
Tn6 DDE FP: DD(E)-Tn6 binding inhibition, primary FP screen | AID 720509 | inhibition, % at 8.3 µM | Fibrin DD(E) TRITC-Tn6 fluorescence polarization displacement | 370,000 compounds, 0.21% hits | P02675;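 active = inhibition above a per-campaign cutoff: mean of compounds within control limits plus 3 SD, cut at about 15% in these data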;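 also: 0% = median of all compound wells on the plate and 100% = blocking peptide control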
ARFGAP1 inh: inhibits rat ARF GTPase activating protein 1 | 360,000 compounds, 0.26% hits | Q62848 | Arfgap1-stimulated ARF1 GTP hydrolysis, GDP FP detection | inhibition, % at 16.5 µM | AID 651572;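 active = inhibition above a per-plate limit, mean inhibition of low control wells plus 3 SD, cut at about 25% in these data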;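 also: 0% = DMSO wells with enzyme and 100% = wells lacking Arfgap1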
Target sequence (Q62848 1-136 limits assumed): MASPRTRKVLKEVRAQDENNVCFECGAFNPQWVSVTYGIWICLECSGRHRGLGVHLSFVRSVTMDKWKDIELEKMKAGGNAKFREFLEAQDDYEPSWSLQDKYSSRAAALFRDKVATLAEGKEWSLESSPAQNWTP
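system = rat Arfgap1 catalytic domain, aa 1-136 | technique = FP, GDP Alexa 633 tracer displaced from anti-GDP antibody, 620/688 nm | compound = one concentration, 16.5 µM, DMSO 1.26% | medium = HEPES-based buffer, pH 7.5 | timing = compound-enzyme preincubation 20 min, reaction 120 min, detection 60 min, 25 °C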
ADAM17 inh: inhibits human ADAM17; P78536; recombinant ADAM17, EDANS/DABCYL FRET peptide cleavage; inhibition, % at 6.95 µM; 370,000 compounds, 0.83% hits; AID 720648;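 active = inhibition above the mean of compounds lying between control limits plus 3 SD, set per campaign, cut at about 8.5% in these data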;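 also: 0% = DMSO-only wells as the low control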
TDP2 absorb: TDP2 (human) inhibition, absorbance primary screen. O95551. recombinant TDP2, T5PNP hydrolysis, p-nitrophenol absorbance 415 nm. inhibition, % at 12.8 µM. 370,000 compounds, 0.34% hits;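 active = inhibition above the mean of all tested compounds plus 3 SD, set per campaign, cut at about 25% in these data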;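 also: 0% = DMSO with enzyme and 100% = buffer with substrate but no TDP2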
Target sequence (O95551 whole entry, looked up): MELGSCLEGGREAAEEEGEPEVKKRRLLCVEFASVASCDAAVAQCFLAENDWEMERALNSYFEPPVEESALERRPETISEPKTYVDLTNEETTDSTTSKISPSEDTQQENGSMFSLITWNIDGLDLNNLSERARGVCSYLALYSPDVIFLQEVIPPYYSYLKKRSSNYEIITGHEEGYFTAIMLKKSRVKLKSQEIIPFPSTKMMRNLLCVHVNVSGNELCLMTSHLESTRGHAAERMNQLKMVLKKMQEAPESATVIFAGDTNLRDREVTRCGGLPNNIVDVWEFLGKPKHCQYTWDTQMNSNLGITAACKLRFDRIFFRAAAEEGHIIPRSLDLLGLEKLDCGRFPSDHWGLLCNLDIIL
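Evaluation: % inhibition relative to enzyme-containing and enzyme-free wells. Material: recombinant human TDP2. Benchmarks: enzyme-free and DMSO wells. Timing: enzyme reaction with compound for 2 h at 37 °C. Compound dosing: 12.8 µM only. Measured by: p-Nitrophenol epi absorbance. Reagent: T5PNP substrate at 5 mM, a TopII-DNA adduct mimic. Replication: single well per compound.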
The depositor's hits bear a star; i = inactive; nt = not tested or not shown.

Order of results: LEDGF integ inh | PLC-gamma1 inh | KLK7 zymogen act | ADAM10 inh | ASAP1 inh | DDE Tn7 FP inh | Tn6 DDE FP | ARFGAP1 inh | ADAM17 inh | TDP2 absorb
- Cc1ccc(N(C(=O)c2csnn2)C(C(=O)NC2CCCCC2)c2ccncc2)cc1 (configuration not stated)
→ -5 | 0 | -0.2 | 5 | 3 | 5 | 1 | 11 | -4 | -2
- CCOC(=O)C1=C(O)/C(=C/N(C)C)N=C1C
→ 3 | -7 | 0.1 | -7 | 3 | 0 | -2 | 4 | -3 | 2
- Cc1c(CBr)[n+](=O)c2c(n1[O-])C(Br)CCC2Br (configuration not stated)
→ 3 | -2 | 0.2 | 0 | -6 | -6 | 4 | 16 | -1 | -4
- CN(C)c1nc(-c2ccccn2)nnc1-c1ccccc1
→ 0 | 0 | -0.9 | 4 | 10 | -5 | 2 | 7 | 2 | -2
- Cc1cc(-c2nnc(SCC(=O)Nc3cccc(F)c3)n2N)n[nH]1
→ 1 | 1 | -0.4 | -6 | -12 | 6 | 10 | 2 | -1 | -5
- Cc1cccc(N(C)c2cc(-c3ccc(F)cc3)nc3ccnn23)c1
→ 1 | -84 | 0.6 | -49 | -6 | 0 | -7 | -5 | -15 | 4
- COc1ccc(C(C(=O)NC(C)(C)C)N(Cc2cccs2)C(=O)CCC(=O)Nc2cc(C)on2)cc1 (configuration not stated)
→ -2 | -1 | -0.4 | -3 | -18 | 6 | 0 | 1 | -4 | -1
- O=C(Nc1ccc(N=Nc2ccccc2)c(NC(=O)C2CCCO2)c1)C1CCCO1 (configuration not stated)
→ -1 | 8 | 0.3 | 1 | 8 | 7 | -5 | -2 | 3 | -10
- c1ccc2[nH]c(CSc3ncnc4c3oc3ccccc34)nc2c1
→ -8 | -62 | 0.9 | -95 | 0 | 0 | 10 | -2 | -33 | -15
- COc1ccccc1-c1csc(C(O)(c2ccccc2)C(F)(F)F)n1 (configuration not stated)
→ 1 | 1 | 1.1 | 17 | 5 | 0 | -7 | 20 | 10* | 2
- C[C@H](CO)N1C[C@H](C)[C@H](CN(C)C(=O)c2ccc3ccn(C)c3c2)OCc2cnnn2CCCC1=O
→ 0 | -1 | -0.5 | -21 | 5 | -1 | -3 | -16 | -9 | 7
- C(=C(c1ccccc1)c1ccccc1)c1ccccn1
→ -1 | -9 | 0.1 | -3 | -3 | -1 | -1 | 2 | -3 | 2
- CC(=O)c1cc(-c2csc(C=O)c2)c(=O)n2c1CCC2
→ -2 | -14 | 0.9 | 2 | nt | -10 | -3 | nt | 4 | -2
- Cc1cccc(-c2noc(Cc3ccccc3)n2)c1
→ -2 | -1 | -0.1 | -7 | 9 | 2 | 2 | -2 | -1 | 5
- CC(C)CCNC(=O)c1ccc2c(SCC(=O)O)c3c(nc2c1)CCC3
→ -1 | 2 | -0.5 | 0 | -7 | -2 | -1 | 0 | -8 | 6
- CCOc1ccc(NC(=O)C(Cc2ccccc2)NC(=O)C2CCCCC2)cc1 (configuration not stated)
→ 1 | 6 | 1.4 | -5 | 8 | -2 | -1 | 17 | -1 | -13
- CCCCN1C2CCCC1CC(NC(=O)c1ccc(OC)c(OC)c1)C2 (configuration not stated)
→ -2 | -1 | 0.2 | -4 | 13 | 1 | 1 | -3 | -2 | 9
- CCC1(O)CC(c2ccccc2)=NN1C(=O)c1ccccc1F (configuration not stated)
→ 4 | 6 | 0.1 | 10 | 5 | 2 | 3 | 6 | 3 | -23
- Cc1c(C(=O)N2CCN(c3ccccn3)CC2)sc2ncnc(N3CCOCC3)c12
→ -1 | 0 | -0.1 | -13 | -17 | 9 | -2 | -5 | -1 | 0
- COc1ccccc1CNC(=O)C1CCC(CNc2c(N3CCCCC3)c(=O)c2=O)CC1 (configuration not stated)
→ 7 | 2 | -0.1 | 8 | 22 | 2 | -5 | -3 | 0 | -11
- CCOC(=O)c1sc2cccc(F)c2c1N
→ -2 | -86 | -35 | i | 5 | 0 | -2 | 0 | -187 | -8
- COc1ccc(-c2c(C#Cc3ccc(N(C)C)cc3)c3ccccc3n2C)cc1
→ 0 | -30 | 0.5 | -17 | -1 | 3 | 10 | -4 | -5 | 7
- CCOC(=O)C1=C(C)N(C)C(=O)NC1c1cccc2ccccc12 (configuration not stated)
→ -1 | 1 | -0.2 | 10 | 7 | -4 | -2 | 0 | 3 | -12
- CC(=O)Nc1ccc(S(=O)(=O)N2CCC(C(=O)c3ccc(Cl)cc3)CC2)cc1
→ -2 | 1 | -0.2 | 18 | 1 | -11 | 0 | -11 | 5 | -15
- CC(=O)c1sc(-c2ccc(F)cc2)cc1NS(=O)(=O)c1ccc(C)cc1
→ -4 | 0 | -0.3 | -8 | -7 | -6 | 0 | 8 | -2 | 12
- O=c1c2ccccc2nnn1CSc1nnnn1-c1ccccc1
→ 1 | 2 | 0.1 | -2 | -3 | -5 | 6 | 1 | 0 | 8
- C=CCCC(=O)Nc1nc(C)c(-c2csc(Nc3cccc(OC)c3)n2)s1
→ 3 | -11 | -0.8 | 6 | 1 | -3 | -7 | 9 | -2 | 5
- Cn1c(=O)c2c(nc(CN3CCOCC3)n2CCc2ccccc2)n(C)c1=O
→ -3 | -1 | 0.1 | 0 | -8 | 9 | -4 | -6 | -3 | -8
- COc1cc(OC)cc(C(=O)N2CCN(C(=O)c3cccnc3)CC2)c1
→ 5 | 1 | -0.1 | -2 | 2 | -1 | 2 | 4 | -4 | 2
- CC(C)C(=O)Nc1cccc(-c2nc3ncccc3o2)c1
→ 5 | -9 | 0.0 | -70 | 1 | -6 | -5 | -6 | -35 | -11
- C=CCN(c1ccc(C(=O)NC(C)C)cc1)S(C)(=O)=O
→ 5 | 2 | 0.4 | 0 | -1 | 2 | 0 | -4 | 1 | -9
- CC(C)N(C(=O)NC(=O)Nc1ccc(S(=O)(=O)N2CCCC2)cc1)S(C)(=O)=O
→ 1 | 9 | 0.1 | 10 | 17 | 8 | -8 | 36* | 4 | -8
- C=CCN1CC(COCCCC)Oc2ccc(Cl)cc2S1(=O)=O (configuration not stated)
→ 0 | 0 | -0.2 | -2 | 6 | 2 | -4 | 8 | -1 | 0
- CC(=O)NC(CC(=O)NC1CCCCCC1)c1ccccc1 (configuration not stated)
→ 1 | 4 | 0.2 | 13 | -8 | -1 | -1 | 4 | 3 | -9
- CCC(Sc1nc2ccccc2o1)C(=O)Nc1nnc(C)s1 (configuration not stated)
→ -2 | -1 | 0.1 | 2 | 8 | 7 | 3 | 4 | -2 | 3
- CCOC(=O)C1CCCN(S(=O)(=O)c2c(C)noc2C)C1 (configuration not stated)
→ -1 | 1 | -0.1 | 4 | -18 | -5 | 0 | 4 | 0 | 0
- Fc1ccc(OCCCCCCN2CCCC2)cc1
→ -1 | 3 | 0.7 | -5 | -10 | 2 | 12 | -14 | 0 | -6
- Nc1ccc(C(=O)OCc2csc(-c3ccccc3)n2)cc1[N+](=O)[O-]
→ -1 | 0 | -0.1 | 4 | 3 | -1 | 7 | 13 | 2 | 9
- COc1cccc(Cn2cc(C)cc(NC(=O)NCc3ccccc3)c2=O)c1
→ 2 | -8 | -8.6 | -51 | -6 | 1 | 8 | -2 | -21 | -1
- CCOC(=O)C(C(=O)c1ccccc1)C(c1ccccc1)c1nccc2ccccc12 (configuration not stated)
→ 0 | 7 | -1.0 | 8 | -4 | -3 | 2 | 19 | 8 | 2
- O=C(Nc1nccs1)c1ccc(-c2ccc([N+](=O)[O-])cc2)o1
→ -3 | -10 | 0.1 | -11 | -7 | 4 | 0 | -8 | -3 | 5
- CC(C)(CC(=O)O)Cc1nc(-c2ccc(Cl)cc2)no1
→ -2 | 4 | 0.6 | -28 | 4 | 4 | -7 | 22 | -3 | -11
- Cc1nc(NC(=O)c2ccccc2)sc1-c1cc(C(=O)N2CCOCC2)nn1Cc1ccccc1
→ 2 | -4 | 0.3 | -8 | -3 | 0 | 0 | 5 | -5 | 4
- CC(C)NC(=O)c1ccc(CN2CCc3ccccc3C2)cc1
→ -1 | -2 | -0.2 | 5 | 0 | -2 | -1 | -4 | -2 | 3
- CC(C)(C)c1ccc(C(=O)NCC(=O)OCC(=O)N2CCN(S(=O)(=O)c3ccc(Cl)cc3)CC2)cc1
→ -4 | 1 | -0.4 | -7 | 1 | 3 | -6 | -14 | -1 | -8
- CC(C)OC(=O)c1cc(NC(=O)C2C3CCC(O3)C2C(=O)O)cc(C(=O)OC(C)C)c1 (configuration not stated)
→ 1 | -22 | 1.5 | -96 | -15 | 1 | 1 | -3 | -27 | 1
- CC(C)c1cccc(C(C)C)c1NC(=O)CN(C)C1CCS(=O)(=O)C1 (configuration not stated)
→ 3 | 2 | 0.2 | -3 | -12 | 3 | -1 | -2 | 3 | -1
- CC[C@]12C(=O)N(C)C[C@H]([C@@H]3C(=O)N(C)C(=O)[C@@H]31)N2C(=O)c1ccc(F)cc1
→ 2 | -3 | -0.1 | 2 | 0 | -1 | 9 | 4 | -6 | 0
- CC(C)NC(=O)CSc1nc(-c2ccccc2)cs1
→ -2 | -2 | -0.6 | -5 | 9 | 3 | -4 | 10 | -4 | 15
- COc1ccc(OC)c(/C=C/C(=O)N(C)CC(=O)Nc2ccc(C)cc2)c1
→ 0 | i | 27* | i | 6 | 12 | 1 | 0 | -362 | 3

An excerpt from above, limited to LEDGF integ inh, ASAP1 inh and ARFGAP1 inh:
compound	LEDGF integ inh	ASAP1 inh	ARFGAP1 inh
CC(C)(CC(=O)O)Cc1nc(-c2ccc(Cl)cc2)no1	-2	4	22
Cc1nc(NC(=O)c2ccccc2)sc1-c1cc(C(=O)N2CCOCC2)nn1Cc1ccccc1	2	-3	5
CC(C)NC(=O)c1ccc(CN2CCc3ccccc3C2)cc1	-1	0	-4
CC(C)(C)c1ccc(C(=O)NCC(=O)OCC(=O)N2CCN(S(=O)(=O)c3ccc(Cl)cc3)CC2)cc1	-4	1	-14
